Myeloid diff MLP: myeloid differentiation induction | calls only at 10 µM | ER-HoxA9 myeloid progenitors, lysozyme-GFP differentiation, flow cytometry | 360,000 compounds, 1% hits;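 active means normalized GFP-positive differentiation at or above the plate's own cutoff, the solvent-only control mean plus 3 SD; inconclusive means no clear call, values can overlap the other calls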;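 further: cells exposed to compound for four days before flow analysis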
Myeloid diff MLP GFP+ MAC1+ %: also measured in Myeloid diff MLP; calls as there; GFP+ MAC1+ double positive, %; measured here: differentiation confirmed by MAC1 staining
An asterisk follows results filed as active; i = inactive; u = inconclusive; x = not tested or not shown.

SMILES	Myeloid diff MLP	Myeloid diff MLP GFP+ MAC1+ %
C(=C\c1ccccc1)/CN1CCN(C(c2nnnn2C2CCCC2)C2CC2)CC1 (configuration not stated)	i	0.2
C[C@@H](NCCCn1ccc(NC(=O)OCc2ccccc2)nc1=O)c1cccc2ccccc12	i	0.9
COc1ccc(C=CC(O)CCN2CCC3CCC(C3)C2)cc1 (configuration not stated)	i	1.1
COc1ccc(NC(=O)COC(=O)c2ccc(S(=O)(=O)N3CCCCCC3)cc2)c(OC)c1	i	0.8
Nc1ccc(N2N=C(N3CCCC3)CC2=O)cc1	i	1.0
Cc1cccc(C)c1NC(=O)C1(C)CN(S(C)(=O)=O)CC(=O)N1CCc1ccccc1F (configuration not stated)	i	4.7
COc1ccc(CNC(=O)C(C)OC(=O)Cn2cnc3c2c(=O)n(C)c(=O)n3C)cc1 (configuration not stated)	i	1.0
Cc1ccc(S(=O)(=O)N2Cc3ccccc3CC2C(=O)N(C)C)cc1 (configuration not stated)	i	0.8
O=S(=O)(c1cccs1)N1CCCCC1	i	0.9
COc1cccc(NC(=O)C(=O)NCC2CCCN2S(=O)(=O)c2cccs2)c1 (configuration not stated)	i	0.9
Cc1ccccc1N=C1Nc2ccccc2N[C@]12C[C@H]1CCC(=O)N3CC[C@@H](C2)[C@@H]13	i	1.9
CC1(C)C2CCC(CN)C1C2 (configuration not stated)	i	1.3

Whole records from above:
Nc1ccc(N2N=C(N3CCCC3)CC2=O)cc1 in the list: Myeloid diff MLP: i; Myeloid diff MLP GFP+ MAC1+ %: 1.0
C(=C\c1ccccc1)/CN1CCN(C(c2nnnn2C2CCCC2)C2CC2)CC1 (configuration not stated) in the list: Myeloid diff MLP: i; Myeloid diff MLP GFP+ MAC1+ %: 0.2
COc1cccc(NC(=O)C(=O)NCC2CCCN2S(=O)(=O)c2cccs2)c1 (configuration not stated) in the list: Myeloid diff MLP: i; Myeloid diff MLP GFP+ MAC1+ %: 0.9

Continuation.
SMILES	Myeloid diff MLP	Myeloid diff MLP GFP+ MAC1+ %
Cc1cccc(C(=O)C(O)(c2ccccc2)C2CCCCC2=O)c1 (configuration not stated)	i	0.3
O=C(Nc1ccccc1OC(F)F)c1ccc(N2CCCC2=O)cc1	i	0.6
Cc1cccc(C)c1NC(=O)C1C(c2ccc3c(c2)OCO3)=Nc2ccccc2N1C(=O)c1ccccc1 (configuration not stated)	i	2.0
Cc1ccc(CNC(=O)c2cc(-c3ccccc3)nn2Cc2cc(C)no2)cc1	i	1.8
O=c1cc(CN2CCN(c3ccccc3F)CC2)c2c(ccc3ccccc32)o1	i	1.5
COCCCn1cc(CN2CC(N3CCN(CCN(C)C)CC3)CS2(=O)=O)nn1 (configuration not stated)	i	0.7
C[C@H](O)[C@@H]1C(=O)N2CCc3c([nH]c4ccccc34)[C@@H]2C[C@@H]1N(C)C(=O)c1cc(Cl)cc(Cl)c1	i	1.3
CC1(C(=O)NCc2cccc(C(F)(F)F)c2)CCN1C1Cc2ccccc2C1 (configuration not stated)	i	0.6
CC1(C(=O)NCc2cccc(Cl)c2)Cc2c(-c3ccc4c(c3)OCO4)ccnc2O1 (configuration not stated)	i	0.3
O=[N+]([O-])c1ccc(O)c(CNCc2ccccc2)c1	i	1.1
COc1ccc(C=C2NC(=S)NC2=O)cc1	i	0.7
CCOC(=O)C1=C[C@@H](C(C)(C)C)N(S(=O)(=O)c2ccc(C)cc2)[C@H]1c1ccc(C)cc1	i	0.8
COc1cc(CCc2ccccc2)c(C(=O)O)c(O)c1C/C=C(/C)CCC=C(C)C	i	1.2
CCN(CC)CCN(C)C(c1cc2ccccc2o1)c1nnnn1C(C)(C)C (configuration not stated)	i	1.0
CCc1nc2ccc(C(=O)Nc3ccc(OC)c(OC)c3)cn2c1N(CC)Cc1cccc(Br)c1	i	1.4
CN[C@@H](C)C(=O)NC[C@H]1O[C@@H](n2cnc3c(=O)[nH]c(N)nc32)[C@H](O)[C@@H]1O	i	0.4
COC(=O)[C@]12CCCCC=C1N(Cc1ccc(Cl)cc1Cl)C(=O)[C@H](CC(=O)NCc1cccc(C(F)(F)F)c1)C2	i	0.9
CC1=CC(=O)N(c2cccc3c(N4C(=O)C=C(C)C4=O)cccc23)C1=O	i	1.8
CC1C(=O)C(C)C(c2cc(Br)ccc2O)NC1c1cc(Br)ccc1O (configuration not stated)	i	0.4
CCn1c(C)cc(C(=O)COC(=O)CNC(=O)c2ccco2)c1C	i	1.3
COc1ccc(CNC(=O)OC23CN(C(=O)OC(C)C)N(C(=O)OC(C)C)CC2(O)CN(S(=O)(=O)c2ccc(C)cc2)C3)cc1OC (configuration not stated)	i	0.3
CCC(=O)N1Cc2cc(C(=O)Nc3nccs3)nc(-c3cccc(-c4ccccc4OC)c3)c2[C@@H]1CCO	i	0.5
O=C(CC(C(=O)c1ccccc1)c1ccccc1)c1ccccc1 (configuration not stated)	i	0.8
O=C(Nc1ccccc1)c1cc(C2CCCCN2C(=O)c2cccs2)on1 (configuration not stated)	i	4.1
O=C(c1ccc2c(c1)CCC2)N1CCN(Cc2ccccc2)CC1	i	0.4
COc1ccc(C(=O)COC(=O)c2cc(=O)c3ccccc3o2)c(OC)c1	i	1.2
Cc1ccc(-n2c(SCC(=O)O)nc3sc4c(c3c2=O)CC(C)(C)SC4)cc1	i	0.7
CCNc1nc(C)nc2c1cnn2C	i	1.1
CCc1nc(N)nc(N)c1-c1ccc(Cl)c([N+](=O)[O-])c1	u	x
N#CN1C2CCC1CC(O)(c1ccccc1)C2 (configuration not stated)	i	0.8
O=C(C=Cc1ccco1)N1CCOCC1	i	0.6
CCCCCCCCN1C(=O)[C@H](CC(=O)N2CCN(C(=O)C3CC3)CC2)C[C@@]2(C(=O)OC)CCCCC=C12	i	0.8
CC(=O)NC(c1ccccc1)c1nc(-c2ccc(F)c(Cl)c2)cs1 (configuration not stated)	i	1.2
CC1CN(C2CCCCC2)C(=S)NC1=O (configuration not stated)	i	0.2
CCNC(=O)C1(C)CCN(C(=O)c2cccs2)C1 (configuration not stated)	i	1.0
CCOC(=O)C(C(=O)Cc1ccccc1)c1ccccc1 (configuration not stated)	i	0.7
COc1cccc(-c2cnc3cccnn23)c1	i	0.0
O=C(Nc1ccccc1)OCCN1CCOCC1	i	1.1
COc1ccc(C=C2SC(=S)NC2=O)c(OC)c1OC	i	1.2
CCCCN1CCCCC1(C)C(=O)NCc1cccc(OC)c1 (configuration not stated)	i	1.7
COC(=O)[C@]12CCCCC=C1N(Cc1ccc3c(c1)OCO3)C(=O)[C@H](CC(=O)NCCCCc1ccccc1)C2	i	2.2
NC(c1csc(Nc2ccc(C(=O)NCCO)cc2)n1)C1CCCCC1 (configuration not stated)	i	0.4
OC[C@@H]1CN(CCN2CCOCC2)C[C@H](n2cnc3c(NCc4ccc(F)cc4)ncnc32)O1	i	0.8
O=C1NCCN(CC2CCN(CCc3ccc(Cl)c(Cl)c3)CC2)C1=O	i	1.0
CC1(C)OC2C(CO)OC(n3cnc4c(=S)nc(N)[nH]c43)C2O1 (configuration not stated)	u	x
COC(=O)C1=CN(c2cccc(OCc3ccccc3)c2)C(N)=C(C#N)C1c1ccc(-c2ccccc2)cc1 (configuration not stated)	i	1.8
COc1ccc(CNC(=O)C[C@H]2C[C@H](C(=O)N(C(C)C)C(C)C)[C@@]3(C)c4[nH]c5cc(CCC(=O)N(C)C)ccc5c4CCN3C2=O)cc1OC	i	0.7
Cc1cc2c(cc1C)-n1nnnc1C(N(C)Cc1ccccc1)C(=O)N2 (configuration not stated)	i	1.6
CCN(CC1CCCO1)C(=O)CCc1nnc(CCc2ccccc2)o1 (configuration not stated)	i	0.5
O=S(=O)(NC1CCN(Cc2ccccc2)CC1)c1ccc(F)c(F)c1	i	0.7
CCOC1=C2[C@@H](CN(S(=O)(=O)c3ccc(C)cc3)[C@H]2c2cccc3ccccc23)[C@H]2C(=O)N(c3ccccc3)C(=O)[C@H]2C1	i	0.4
CN(C)Cc1cc(C(C)(C)c2ccccc2)ccc1O	i	0.8
COc1ccc(CCN2C(=O)c3ccccc3C2c2nnnn2C(C)C)cc1OC (configuration not stated)	i	0.7
CCc1ccc(/C=C2\SC(=S)N(CCCC(=O)Nc3cc(C)on3)C2=O)cc1	i	0.6
CCn1cc(C2C3=C(CC(C)(C)CC3=O)N(c3ccc(C)cc3)C3=C2C(=O)CC(C)(C)C3)c(C)n1	i	0.6
CCC(C)[C@H]1CNC(=O)C(=O)N1CCc1cccc(F)c1 (some centres not stated)	i	0.3
CCCCN(CCCNC(=O)c1ccc2c(c1)NC(=O)CN2C)c1ccccc1	i	1.5
CCc1cccc(NC(=O)COC(=O)CSc2ccc(C)cc2)c1	i	0.7
CN(C)c1cccc(-c2cc(Nc3ccc(C(C)(C)C)cc3)ncn2)c1	i	1.4
OC[C@@H]1CN(Cc2cccs2)C[C@H](n2cnc3c(NCc4ccc(F)cc4)ncnc32)O1	i	0.8

Next records:
SMILES	Myeloid diff MLP	Myeloid diff MLP GFP+ MAC1+ %
CCCNC(=O)C1(C)CCN(C(=O)c2cc(C)n(C(C)(C)C)n2)C1 (configuration not stated)	i	1.7
Cc1ccc([C@@H]2CC(=O)[C@@H]3CN(S(=O)(=O)c4ccc(C)cc4)[C@H](c4cccc(Cl)c4)C[C@@H]3N2S(=O)(=O)c2ccc(Cl)cc2)cc1	i	3.0
CC(C)(C)c1ccc(NC(=O)c2cc(C3CCCN(S(=O)(=O)c4cccc5cccnc45)C3)on2)cc1 (configuration not stated)	i	1.0
O=C1OC(c2ccccc2)(c2cc(Br)ccc2O)c2ccccc21 (configuration not stated)	i	1.1
O=C1C(Cl)=C(NCCc2ccccc2)C(=O)c2ccccc21	i	3.0
O=C1NC[C@@H](CCCCN2C[C@H](Cc3ccc(O)cc3)N(Cc3ccccc3)C(=O)C2=O)N(CCC2CCCCC2)C1=O	i	1.5
Cc1onc(-c2ccccc2)c1C(=O)OCC(=O)Nc1ccccc1Cl	i	1.1
CC1C(c2ccccc2)=Nn2c(=O)n(-c3ccccc3)c(=O)n21 (configuration not stated)	i	1.5
COCCNC(=O)C[C@H]1C[C@H]2c3cc(NS(=O)(=O)c4ccc(F)cc4)ccc3O[C@H]2[C@H](CO)O1	i	0.7
Cc1ccc(S(=O)(=O)N2CCN(C(=O)COC(=O)COc3ccc(Cl)c(C)c3)CC2)c(C)c1	i	0.4
CC[C@]12c3[nH]c4ccc(Cl)cc4c3CCN1C(=O)[C@@H](CC(=O)NC/C=C(\C)CCC=C(C)C)C[C@@H]2C(=O)N1CCN(C(=O)C2CC2)CC1	i	0.4
CC[C@@H](C(=O)[C@@H](C)[C@@H](O)[C@H](C)[C@@H]1O[C@@H]([C@@H](CC)C(=O)O)CC[C@@H]1C)[C@H]1O[C@]2(C=C[C@@H](O)[C@]3(CC[C@@](C)([C@H]4CC[C@](O)(CC)[C@H](C)O4)O3)O2)[C@H](C)C[C@@H]1C	u	x
CCCCn1nnnc1C1(C)CCC(=O)N1Cc1ccc(F)cc1 (configuration not stated)	i	0.7
CC(C)NC(=O)C1C(c2ccc(C(F)(F)F)cc2)=Nc2ccccc2N1C(=O)c1cc2ccccc2[nH]1 (configuration not stated)	i	3.1
CCC1=C(Nc2ccccc2)COC1=O	i	0.6
O=C(COC(=O)CSc1ccccc1)NC1CCS(=O)(=O)C1 (configuration not stated)	i	0.3
COCCN1C[C@@H](CO)O[C@@H](n2cnc3c(NCCO)ncnc32)C1	i	0.2
COC(=O)C1=C(C(=O)OC)C(C(=O)OC)N2C=CC=CC2=C1C(=O)OC (configuration not stated)	i	0.3
NS(=O)(=O)c1cccc(NC(=O)CCc2ccc(S(=O)(=O)N3CCOCC3)cc2)c1	i	0.5
O=C(NCC(c1cccs1)N1CCOCC1)c1cc(F)cc(F)c1 (configuration not stated)	u	x
Cc1ccc2nc(-c3cccc(Br)c3)c(Cc3ccccc3C(F)(F)F)n2c1	i	0.6
CCCCNC(=O)C1c2ccccc2OCC(=O)N1CCc1ccc(OC)c(OC)c1 (configuration not stated)	i	1.2
CNC(=O)C[C@H]1C(=O)N(Cc2ccccc2)C[C@@H]1C	i	1.0
COc1ccc(Cc2c(-c3ccc(C)cc3)nc3c4ccccc4ccn23)c(C)c1	i	0.8

The closing 5 records of the part before open the next one:
SMILES	Myeloid diff MLP	Myeloid diff MLP GFP+ MAC1+ %
O=C(NCC(c1cccs1)N1CCOCC1)c1cc(F)cc(F)c1 (configuration not stated)	u	x
Cc1ccc2nc(-c3cccc(Br)c3)c(Cc3ccccc3C(F)(F)F)n2c1	i	0.6
CCCCNC(=O)C1c2ccccc2OCC(=O)N1CCc1ccc(OC)c(OC)c1 (configuration not stated)	i	1.2
CNC(=O)C[C@H]1C(=O)N(Cc2ccccc2)C[C@@H]1C	i	1.0
COc1ccc(Cc2c(-c3ccc(C)cc3)nc3c4ccccc4ccn23)c(C)c1	i	0.8
Cc1ccc(S(=O)(=O)N[C@@H](C)CO)cc1	i	2.4
CC1(C)N=C(N)N=C(N)N1c1ccc(OCC(=O)Nc2ccccc2)c(Cl)c1	u	x
COc1cc(Br)cc(C(=O)N2CCc3ccccc32)c1OC	i	0.9
CN(Cc1ccco1)C(=O)CSc1nc(C2CC2)n(-c2ccccc2)n1	i	0.8
COCCn1c(SCC(=O)N2CCCC2)nc2c(c1=O)SCC2	i	0.6
CCOc1ccccc1NC(=O)CCNC(=O)N1CC(=O)Nc2ccccc21	i	0.4

A portion of the library. The share of hits here may be higher or lower than overall.
